High-throughput results: PubChem BioAssay, National Center for Advancing Translational Sciences (NCATS)
TCR act = activators of T cell receptors | primary human leukocytes, anti-CD3, IL-2 HTRF, 48 h | 330,000 tested, under 10 active | Potency, µM (doses to about 9.22 µM), for the others: at the top dose activation of IL-2 secretion, actives largely listed as activators | AID 504894; further: % of control where 0% means no effect
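Using a-CD3 beads without co-stimulation, primary human leukocytes were exposed to compounds for 48 hr. An HTRF IL-2 kit measured the cytokine, with europium-to-d2 energy transfer producing emission at 665nm upon 320nm excitation.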
CXXC DNA block = blocks binding of human MLL CXXC domain to DNA. 0.037% of 290,000 active. Potency, µM (highest dose often 115 µM), without a hit: at the highest dose activity change, negative = inhibition, most hits filed as inhibitors. MLL-CXXC / FITC-HOXA9 DNA fluorescence polarization. Q03164; active means well fitted inhibition curve with a large enough effect in the polarisation, with a control signal flat, not every such curve was filed as active; inconclusive means small, poorly fitted or top-dose-only effect, or effect the other way, or a change in a side signal; inactive means no such curve, though single readings can be large or run the other way; the % refers to the polarisation; further: potency means the concentration at half of the fitted maximal effect
Target sequence (Q03164 whole entry, looked up, the tested form may be a part): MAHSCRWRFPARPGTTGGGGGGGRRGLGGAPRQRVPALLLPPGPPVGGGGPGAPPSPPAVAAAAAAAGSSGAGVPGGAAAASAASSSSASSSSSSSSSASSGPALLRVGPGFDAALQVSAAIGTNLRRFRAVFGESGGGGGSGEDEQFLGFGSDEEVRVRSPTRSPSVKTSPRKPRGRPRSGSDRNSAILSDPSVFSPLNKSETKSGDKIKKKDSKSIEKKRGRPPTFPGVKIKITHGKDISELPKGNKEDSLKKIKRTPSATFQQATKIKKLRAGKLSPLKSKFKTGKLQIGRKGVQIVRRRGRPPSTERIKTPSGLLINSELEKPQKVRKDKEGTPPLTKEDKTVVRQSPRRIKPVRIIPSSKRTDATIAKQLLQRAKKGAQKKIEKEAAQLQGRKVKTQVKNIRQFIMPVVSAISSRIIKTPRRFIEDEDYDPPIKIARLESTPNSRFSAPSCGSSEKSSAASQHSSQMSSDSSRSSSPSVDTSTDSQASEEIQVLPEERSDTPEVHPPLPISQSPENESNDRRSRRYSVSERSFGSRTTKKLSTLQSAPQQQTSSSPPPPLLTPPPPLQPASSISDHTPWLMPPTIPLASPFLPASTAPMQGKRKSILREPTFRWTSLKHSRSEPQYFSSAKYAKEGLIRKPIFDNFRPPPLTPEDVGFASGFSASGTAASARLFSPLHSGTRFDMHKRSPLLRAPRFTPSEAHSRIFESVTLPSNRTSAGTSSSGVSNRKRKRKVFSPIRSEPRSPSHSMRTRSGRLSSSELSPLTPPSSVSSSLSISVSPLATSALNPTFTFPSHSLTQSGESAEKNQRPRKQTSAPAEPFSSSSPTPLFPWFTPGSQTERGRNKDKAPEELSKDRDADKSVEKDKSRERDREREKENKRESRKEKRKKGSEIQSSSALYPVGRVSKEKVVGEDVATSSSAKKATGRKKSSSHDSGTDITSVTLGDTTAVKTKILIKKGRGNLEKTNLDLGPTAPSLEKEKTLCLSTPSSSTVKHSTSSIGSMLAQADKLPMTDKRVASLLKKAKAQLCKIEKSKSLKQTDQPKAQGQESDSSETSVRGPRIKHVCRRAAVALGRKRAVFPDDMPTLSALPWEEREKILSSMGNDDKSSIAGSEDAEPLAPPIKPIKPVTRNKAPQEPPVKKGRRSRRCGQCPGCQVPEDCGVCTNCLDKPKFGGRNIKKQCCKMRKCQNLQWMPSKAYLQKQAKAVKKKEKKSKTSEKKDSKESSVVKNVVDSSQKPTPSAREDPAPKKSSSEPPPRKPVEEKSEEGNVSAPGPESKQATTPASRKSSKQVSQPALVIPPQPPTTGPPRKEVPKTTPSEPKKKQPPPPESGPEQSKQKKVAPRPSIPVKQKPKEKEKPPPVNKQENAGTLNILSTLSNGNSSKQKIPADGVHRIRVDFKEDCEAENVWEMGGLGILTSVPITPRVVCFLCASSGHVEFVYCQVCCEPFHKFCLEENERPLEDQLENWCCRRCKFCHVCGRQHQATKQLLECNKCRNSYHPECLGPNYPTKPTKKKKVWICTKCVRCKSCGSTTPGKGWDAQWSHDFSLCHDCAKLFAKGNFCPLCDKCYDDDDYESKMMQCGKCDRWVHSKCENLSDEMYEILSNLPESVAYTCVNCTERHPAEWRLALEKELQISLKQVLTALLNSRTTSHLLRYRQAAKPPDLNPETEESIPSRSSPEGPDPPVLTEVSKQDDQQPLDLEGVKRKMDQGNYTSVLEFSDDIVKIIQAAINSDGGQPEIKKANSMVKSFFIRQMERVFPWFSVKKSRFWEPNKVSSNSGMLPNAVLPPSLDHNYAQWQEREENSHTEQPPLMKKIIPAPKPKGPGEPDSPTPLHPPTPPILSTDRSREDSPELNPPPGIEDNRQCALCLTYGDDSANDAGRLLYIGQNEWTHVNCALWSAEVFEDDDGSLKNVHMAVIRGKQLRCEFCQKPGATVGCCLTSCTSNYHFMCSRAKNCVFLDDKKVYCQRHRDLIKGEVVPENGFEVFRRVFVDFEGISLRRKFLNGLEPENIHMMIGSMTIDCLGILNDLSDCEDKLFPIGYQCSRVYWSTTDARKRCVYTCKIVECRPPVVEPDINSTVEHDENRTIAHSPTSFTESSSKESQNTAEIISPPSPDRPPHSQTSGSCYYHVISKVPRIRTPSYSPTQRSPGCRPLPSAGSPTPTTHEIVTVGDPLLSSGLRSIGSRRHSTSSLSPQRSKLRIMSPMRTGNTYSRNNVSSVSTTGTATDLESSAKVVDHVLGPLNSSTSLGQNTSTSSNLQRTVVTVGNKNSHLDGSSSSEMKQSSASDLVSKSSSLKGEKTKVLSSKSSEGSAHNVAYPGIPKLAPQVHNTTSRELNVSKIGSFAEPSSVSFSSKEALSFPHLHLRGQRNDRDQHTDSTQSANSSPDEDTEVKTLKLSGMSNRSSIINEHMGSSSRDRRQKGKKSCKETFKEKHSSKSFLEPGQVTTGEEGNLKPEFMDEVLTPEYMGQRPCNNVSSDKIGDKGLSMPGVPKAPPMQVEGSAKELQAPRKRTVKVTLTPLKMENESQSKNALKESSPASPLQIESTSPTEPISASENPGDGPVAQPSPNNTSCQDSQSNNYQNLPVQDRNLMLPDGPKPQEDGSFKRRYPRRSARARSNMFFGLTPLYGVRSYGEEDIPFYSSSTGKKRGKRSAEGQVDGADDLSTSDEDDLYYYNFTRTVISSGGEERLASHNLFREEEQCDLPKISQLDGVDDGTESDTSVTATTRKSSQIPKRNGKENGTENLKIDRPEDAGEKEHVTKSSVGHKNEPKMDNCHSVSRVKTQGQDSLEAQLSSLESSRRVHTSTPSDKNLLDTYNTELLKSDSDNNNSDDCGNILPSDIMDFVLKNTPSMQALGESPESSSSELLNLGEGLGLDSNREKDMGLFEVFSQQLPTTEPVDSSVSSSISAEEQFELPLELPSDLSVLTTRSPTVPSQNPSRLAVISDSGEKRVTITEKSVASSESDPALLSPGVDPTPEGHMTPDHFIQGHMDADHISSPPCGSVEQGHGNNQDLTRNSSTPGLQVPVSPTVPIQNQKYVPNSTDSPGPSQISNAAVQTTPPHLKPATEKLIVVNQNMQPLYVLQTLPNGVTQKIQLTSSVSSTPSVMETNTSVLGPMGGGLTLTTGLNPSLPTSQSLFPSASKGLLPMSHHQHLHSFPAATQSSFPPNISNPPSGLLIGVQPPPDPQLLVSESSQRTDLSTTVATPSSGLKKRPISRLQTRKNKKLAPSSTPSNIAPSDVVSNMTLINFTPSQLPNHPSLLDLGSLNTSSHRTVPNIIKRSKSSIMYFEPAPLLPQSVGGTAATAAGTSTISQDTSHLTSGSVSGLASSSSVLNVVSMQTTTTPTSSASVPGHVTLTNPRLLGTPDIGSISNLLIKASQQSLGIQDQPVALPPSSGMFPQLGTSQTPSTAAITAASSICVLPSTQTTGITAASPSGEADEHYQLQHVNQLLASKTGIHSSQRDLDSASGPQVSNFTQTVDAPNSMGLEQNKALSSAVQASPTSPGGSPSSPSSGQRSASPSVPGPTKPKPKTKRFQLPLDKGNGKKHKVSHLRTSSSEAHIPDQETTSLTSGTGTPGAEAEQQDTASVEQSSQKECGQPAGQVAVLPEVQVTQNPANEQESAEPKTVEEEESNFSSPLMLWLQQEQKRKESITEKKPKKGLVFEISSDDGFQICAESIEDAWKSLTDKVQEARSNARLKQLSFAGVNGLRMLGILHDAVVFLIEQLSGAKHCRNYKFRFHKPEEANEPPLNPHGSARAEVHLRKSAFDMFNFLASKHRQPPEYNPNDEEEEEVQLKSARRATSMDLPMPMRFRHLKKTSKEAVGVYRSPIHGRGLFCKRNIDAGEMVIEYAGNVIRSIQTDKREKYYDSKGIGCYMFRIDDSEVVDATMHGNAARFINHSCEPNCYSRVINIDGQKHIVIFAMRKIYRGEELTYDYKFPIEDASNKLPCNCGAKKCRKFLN
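Purified MLL-CXXC (added from a 7 uM solution) was preincubated 5 min at ambient with pinned compounds in 50 mM Tris-HCl pH 7.5, 50 mM NaCl, 1 mM DTT, 0.05% BSA. Fluorescein-labeled HOX-A9 DNA (50 nM solution) followed, 30 min, then polarization read.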
TSHR antag = blocks TSH signaling through the human TSH receptor | TSHR-expressing cells, TSH-stimulated cAMP HTRF, 2 h; hits give low values | P16473 | 0.2% of 330,000 active | activity change, negative = inhibition, % at 11.5 µM | AID 504810;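 active means activity change below a set negative limit, meaning inhibition stronger than a set level, cut at about -70% in these data; inconclusive means activity change between two set negative limits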; further: on the % scale 0 is the no-effect control and ±100 the full control effect
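Read-out is FRET at 665 nm (cryptate excitation 337 nm) from a cryptate-tagged anti-cAMP antibody, competed by cell cAMP against cAMP-d2. Compounds are tested on freshly harvested TSHR cells challenged with 4nM TSH (EC80) for 2 hours at 37 deg C.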
ASM inhibitor = inhibitors of human secretory acid sphingomyelinase | Potency, µM (doses to about 57.5 µM), inactives show top-dose activity change, negative = inhibition, hits mostly inhibitors | P17405 | placental ASM, HMU-PC fluorogenic substrate, 60 min | 0.006% of 340,000 active; further: potency means the concentration at half of the fitted maximal effect
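Human placenta-derived ASM enzyme was preincubated with compound for 10 minutes at room temperature, then given fluorogenic substrate HMU-PC0 (9 uM final) for 60 minutes at 37 °C; a pH 10 stop preceded fluorescence reading at Ex 386/Em 447 nm.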
Mito fusion act = inhibitors of mitochondrial division or activators of mitochondrial fusion; Potency, µM (titrated, usually from 46.1 µM), without a hit: at the highest dose growth rescue (activation), most hits filed as activators; S. cerevisiae fusion-defective mutant growth rescue, CellTiterGlo 48 h; AID 485298; 0.23% of 320,000 active;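 further: potency means the concentration at half of the fitted maximal effect; % of control where 0% means no effect; nearly all actives have a fitted effect of over 45% in size; temperature-sensitive fusion mutants such as fzo1-1 at 37 °C on non-fermentable ethanol glycerol medium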
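Read-out: ATP-based luminescence (CellTiterGlo, 10 min ambient) reporting growth of fusion-defective ts yeast after 48 hours at 37C on glycerol/ethanol YPEG medium in the presence of compound.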
Integrin act MD = activates integrin-mediated alleviation for muscular dystrophy | alpha7betagal myoblasts, beta-gal FDG fluorescence, 48 h | Potency, µM (doses to about 38.3 µM), for inactives: top-dose activation, most hits filed as activators | 0.064% of 350,000 active;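 further: potency means the concentration at half of the fitted maximal effect; 100% = response of the positive control SU9516; nearly all actives have a fitted effect of over 60% in size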
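alpha7betagal+/- myoblasts (passage 13, 250/well) treated 48 h at 37C with compounds at 1:260 dilution of DMSO stock. Lysed, then beta-galactosidase activity read as FDG fluorescence (ex 480/em 540) after 30 min, with pre-read for autofluorescence.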
Menin MLL FP TR = inhibitors of human menin-MLL interaction, mutant MLL peptide; Potency, µM (highest dose often 61.6 µM), without a hit: at the highest dose FP activity change, negative = inhibition, most hits filed as inhibitors; 0.23% of 270,000 active; Menin + Texas Red MLL mutant peptide, fluorescence polarization; active means well fitted inhibition curve with a large enough effect in the polarisation, with a control signal flat, not every such curve was filed as active; inconclusive means small, poorly fitted or top-dose-only effect, or effect the other way, or a change in a side signal; inactive means no such curve, though single readings can be large or run the other way; the % refers to the polarisation; further: potency means the concentration at half of the fitted maximal effect; % of control where 0% means no effect; many of its hits are not listed in these tables
MBNL1-CUG inh = inhibitors of human MBNL1 binding to CUG repeat RNA | Q9NR56 | TR-FRET MBNL1-His/biotin-(CUG)12 binding, 665/545 ratio | Potency, µM (titrated, usually from 57.5 µM), inactives show top-dose activity change, negative = inhibition, usual class: inhibitors | 0.036% of 280,000 active | AID 2675; active means well fitted inhibition curve with a large enough effect in the signal ratio, with a control signal flat, not every such curve was filed as active; inconclusive means small, poorly fitted or top-dose-only effect, or effect the other way, or a change in a side signal; inactive means no such curve, though single readings can be large or run the other way; the % refers to the signal ratio; further: potency means the concentration at half of the fitted maximal effect; on the % scale 0 is the no-effect control and ±100 the full control effect
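Compound titration spanned 92 nM–58 uM against the MBNL1-His/biotin-(CUG)12 complex. After 60 min at room temperature with 5 nM streptavidin-XL665 and 0.055 ng/ul terbium anti-His, ratiometric 665/545 nm emission (Ex 340 nm) normalized to controls.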
TSG101-PTAP inh = blocks PTAP/TSG101 interaction to inhibit HIV-1 budding | Fluorescence polarization, FITC-PTAP peptide / Tsg101 binding | Potency, µM (doses to about 115 µM), for the others: top-dose activity change, negative = inhibition, most hits filed as inhibitors | 340,000 tested, under 10 active; active means well fitted inhibition curve with a large enough effect in the main read-out, with a control signal flat, not every such curve was filed as active; inconclusive means small, poorly fitted or top-dose-only effect, or effect the other way, or a change in a side signal; inactive means no such curve, though single readings can be large or run the other way; further: potency means the concentration at half of the fitted maximal effect; % of control where 0% means no effect
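Fluorescence anisotropy tracks displacement of a FITC-tagged PTAP peptide (50 nM) from the Tsg101 binding domain (10 uM), following a 20 min room-temperature incubation at pH 7.5.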
AT treatment = potential ataxia-telangiectasia treatments restoring KAP-1 phosphorylation. AID 485349. […] A-T fibroblasts, KAP-1 phosphorylation AlphaLISA; neocarzinostatin DNA damage 30 min before lysis. Potency, µM (highest dose often 57.5 µM), for inactives: at the top dose activation, hits mostly activators. 0.19% of 320,000 active; further: potency means the concentration at half of the fitted maximal effect; % of control where 0% means no effect; nearly all actives have a fitted effect of over 45% in size
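ATM-like activity read as KAP-1 phosphorylation via AlphaLISA donor/acceptor antibody pairs after lysis and 6 hr at 25C. Cells were ATM-null patient fibroblasts ([…], hTERT), dosed 60 min, then exposed to the DSB inducer NCS for 30 min.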
Starred values were filed as active, the others as inactive; ? = inconclusive; · = no result given; [ ] = another dose, or the depositor's remark. Unless noted, the call rests on the fitted dose curve; in most records, active means well fitted curve in the direction sought with a large enough effect; inconclusive means small, poorly fitted or top-dose-only effect, or another doubt; inactive means no such curve, though single readings can be large; an effect the other way counts as inactive or inconclusive.

SMILES	TCR act	CXXC DNA block	TSHR antag	ASM inhibitor	Mito fusion act	Integrin act MD	Menin MLL FP TR	MBNL1-CUG inh	TSG101-PTAP inh	AT treatment
Cc1nnc(NC(=O)c2cc3ccccc3o2)s1	1%	10%	-8	1%	13%	2%	·	8%	-5%	10%
O=C(/C=C/c1ccccc1)NCCSCc1ccccc1Cl	-1%	-3%	-40	-1%	23%	-8%	20%	-7%	-4%	1%
O=C(CSc1nc2ccccc2n1CCc1ccccc1)c1ccc(O)c(O)c1	0%	-7%	-6	-4%	-3%	-20%	?	-13%	-7%	-2%
N/C(=N\OC(=O)c1ccc2c(c1)OCO2)c1ccc(Br)cc1	-1%	2%	-5	3%	0%	?	-24%	3%	0%	0%
Cc1ccc(S(=O)(=O)N2CCOC2CNC(=O)C(=O)NCc2ccccc2)cc1 (configuration not stated)	-1%	-16%	10	1%	1%	15%	·	0%	·	4%
OC(COCC1COc2ccccc2O1)CN1CCCCC1 (configuration not stated)	-4%[46.1 µM]	8%	-3	5%	-3%	3%	-24%	-10%	-4%	0%
Cc1cc(C(=O)CSc2nnnn2C)c(C)n1CCc1ccc(F)cc1	-5%	0%	-5	0%	1%	-44%	8%	-11%	-2%	-7%
C(=N\N1CCN(Cc2cccc3ccccc23)CC1)/c1cccnc1	-4%	14%	-82*	-3%	4%	16%	9%	-15%	-3%	?
Cc1nn(C)c(C(=O)NNC(=O)Nc2cccc(C(F)(F)F)c2)c1Cl	-2%	-6%	-8	-2%	-6%	-15%	12%	-3%	-6%	-5%
CSc1cccc(NC(=O)C2CCCN(S(=O)(=O)c3cccs3)C2)c1 (configuration not stated)	11%	4%	5	-5%	12%	-23%	?	3%	-1%	0%

Rewritten as a markdown table: 7 of the compounds above.
| Compound | TCR act | CXXC DNA block | TSHR antag | ASM inhibitor | Mito fusion act | Integrin act MD | Menin MLL FP TR | MBNL1-CUG inh | TSG101-PTAP inh | AT treatment |
| --- | --- | --- | --- | --- | --- | --- | --- | --- | --- | --- |
| O=C(CSc1nc2ccccc2n1CCc1ccccc1)c1ccc(O)c(O)c1 | 0% | -7% | -6 | -4% | -3% | -20% | ? | -13% | -7% | -2% |
| N/C(=N\OC(=O)c1ccc2c(c1)OCO2)c1ccc(Br)cc1 | -1% | 2% | -5 | 3% | 0% | ? | -24% | 3% | 0% | 0% |
| Cc1ccc(S(=O)(=O)N2CCOC2CNC(=O)C(=O)NCc2ccccc2)cc1 (configuration not stated) | -1% | -16% | 10 | 1% | 1% | 15% | · | 0% | · | 4% |
| OC(COCC1COc2ccccc2O1)CN1CCCCC1 (configuration not stated) | -4%[46.1 µM] | 8% | -3 | 5% | -3% | 3% | -24% | -10% | -4% | 0% |
| Cc1cc(C(=O)CSc2nnnn2C)c(C)n1CCc1ccc(F)cc1 | -5% | 0% | -5 | 0% | 1% | -44% | 8% | -11% | -2% | -7% |
| C(=N\N1CCN(Cc2cccc3ccccc23)CC1)/c1cccnc1 | -4% | 14% | -82* | -3% | 4% | 16% | 9% | -15% | -3% | ? |
| Cc1nn(C)c(C(=O)NNC(=O)Nc2cccc(C(F)(F)F)c2)c1Cl | -2% | -6% | -8 | -2% | -6% | -15% | 12% | -3% | -6% | -5% |

Additional compounds.
SMILES	TCR act	CXXC DNA block	TSHR antag	ASM inhibitor	Mito fusion act	Integrin act MD	Menin MLL FP TR	MBNL1-CUG inh	TSG101-PTAP inh	AT treatment
COc1ccc2c(c1)C1(Nc3ccccc3C(=O)N1c1ccccc1)C(=O)N2 (configuration not stated)	1%	4%	3	9%	-1%	4%	4%	-4%	-3%	0%
CCn1c(SCC(=O)O)nnc1-c1ccc2[nH]c(C)c(C)c2c1	1%[46.1 µM]	-7%	21	30%	·	0%	-1%	0%[11.5 µM]	0%	-6%
Cc1ccc(S(=O)(=O)N2CCC(n3nnc4cc(C)ccc43)CC2)cc1	12%[46.1 µM]	8%	-5	-1%	-3%	5%	-4%	3%	-6%	4%
COc1ccc(Cc2nnc(SCC(=O)N(C)CC(=O)Nc3ccc(C)cc3)o2)cc1	2%	·	4	0%	3%	-3%	·	·	-1%	12%
CC(=O)Oc1c(C)c2c3c(c1OC(C)=O)[C@@H](C)CC[C@@H]3[C@@H](C)C[C@H]2C=C(C)C	4%	·	7	-6%	-3%	0%	·	·	-4%	18%
O=C(CSC(=S)N1CCCC1)NCC(=O)Nc1ccccc1Br	3%	·	-3	4%	6%	-5%	·	·	-2%	-6%
Cc1ccc(C(=O)NCc2ccccc2CN2CCCC2)cc1S(=O)(=O)N1CCOCC1	-4%	·	-9	0%	1%	-18%	·	·	0%	1%
COc1ccccc1/C=C(/C(=O)OCC(=O)N(C)Cc1ccccc1)c1ccccc1	-3%[46.1 µM]	-5%	-34	2%	14%	23%	-3%	-10%	-2%	-8%
O=C(C1CC(=O)N(C2CCCC2)C1)N1CCC(Cc2ccccc2)CC1 (configuration not stated)	-18%	1%	-4	0%	3%	-10%	-10%	-1%	-3%	-1%
CCOc1cc(S(=O)(=O)NCC2CCCO2)ccc1F (configuration not stated)	6%	3%	0	-1%	-2%	-24%	3%	0%	-5%	1%
O=C(c1cccc(Br)c1)N1CCN(C(=O)N2CCCCC2)CC1	-2%	1%	-5	0%	-4%	-22%	10%	-2%	-4%	1%
CCOC(=O)C1CCN(C(=O)c2cc(S(=O)(=O)N3CCOCC3)c(Cl)cc2Cl)CC1	-8%	-7%	80	-3%	0%	-9%	-3%	-6%	-1%	4%
O=C(Nc1cnc2ccccc2c1)c1ccco1	2%	-5%	12	1%	3%	6%	-2%	6%	-2%	2%
CCc1ccccc1NC(=O)CC(NCc1ccccc1)C(=O)O (configuration not stated)	2%	7%	-11	2%	8%	1%	-10%	1%	-1%	8%
COCCCN(C(=S)Nc1cc(Cl)cc(Cl)c1)C(C)c1ccccn1 (configuration not stated)	·	-4%	-13	-1%	13%	-4%	·	1%	-4%	36%
COc1cc(NS(=O)(=O)c2ccc(NC(=S)NC(=O)/C=C/c3ccco3)cc2)ncn1	-1%	-20%	-3	-6%	6%	0%	33%[activator]	?	-7%	-2%
N#CCCn1c(=S)[nH]c2ccccc21	·	0%	13	9%	0%	-1%	-6%	-2%	-5%	0%
CN1CCc2c(sc3c2C(=O)NC(c2ccco2)N3)C1 (configuration not stated)	-1%	6%	·	281%[activator]	-1%	-21%	?	?	?	-63%[inhibitor]
COc1ccc(-n2c(SCC(=O)Nc3ccc([N+](=O)[O-])cc3OC)nc3ccccc32)cc1	-3%[46.1 µM]	6%	2	-8%	1%	-5%	8%	3%	-7%	0%
CC(NC(=O)c1ccccc1)C(=O)OCn1nnc2ccccc2c1=O (configuration not stated)	-3%	·	-5	1%	-2%	3%	·	·	-4%	-1%
Cc1ccccc1C(=O)Nc1ccnc(-c2ccncc2)n1	10%	6%	13	-1%	-3%	23%	-10%	0%	-3%	1%
O=C(NCCn1c(C(F)(F)F)nc2cc(C(F)(F)F)ccc21)[C@H]1CCCN1c1nc(CN2CCCCC2)cs1	1%	1%	1	2%	1%	15%	4%	-1%	-1%	-3%
O=C1CCCN1CCC(=O)N1CCCC(N2CCN(c3ccccc3F)CC2)C1 (configuration not stated)	-3%	2%	0	·	-3%	-47%	·	-2%	-1%	-7%
CC1(C)OC(=O)C(=CNC(CO)C(=O)O)C(=O)O1 (configuration not stated)	1%	4%	-1	2%	1%	13%	-2%	-21%	-2%	0%
COc1cccc(C(=O)Nc2ncc3c(n2)CC(c2ccc(OC)cc2OC)CC3=O)c1 (configuration not stated)	0%	-2%	-2	-7%	18%	-25%[7.66 µM]	-1%	120%[activator]	-2%	-3%
COc1ccc(C(=O)NNS(=O)(=O)c2ccc(OC)cc2)cc1	-4%	4%	17	0%	-2%	-1%	-1%	-2%	0%	0%
Cc1ccc2c(c1)C(=O)CC(O)(C(F)F)O2 (configuration not stated)	-3%	-1%	5	3%	-3%	-11%	·	-3%	1%	42%
CCOC(=O)c1c(C)[nH]c(C(=O)OCC(=O)Nc2cc(C)nn2-c2ccccc2)c1C	5%	·	-2	0%	-6%	-15%	·	·	-4%	-7%

The list is partial, so the mix of outcomes need not match the whole.
